Arr AP2 block – inhibitors of human beta-arrestin and AP2 interaction; FITC-arrestin peptide / GST-AP2 beads, flow cytometry; AP2 beta2 appendage carries R879A mutation; inhibition, % at 10 µM; actives 0.31% (n = 340,000); AID 504490;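 active = inhibition above a set limit, near 3 SD of compounds lacking own fluorescence, cut at about 54% in these data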;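 also: plate controls were DMSO wells for no effect and 5 µM unlabelled arrestin peptide for full effect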
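System: GST-AP2 R879A glutathione beads; medium: PBS, Tween 20 0.05%, BSA 0.1%; reagent: fluorescein-tagged arrestin peptide at 50 nM final; schedule: pre-incubation 12 min, peptide binding 1 h, room temperature; detection: flow cytometry, FL1 (488/535 nm); read-out: inhibition as reduced fluorescein signal on beads, percent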
V-ATPase pH – yeast V-ATPase proton transport regulation by pHLuorin; AID 504577; actives 0.37% (n = 350,000); S. cerevisiae, pHLuorin cytosolic pH fluorescence; response, % at 10 µM; in the data active = response mostly above about 7.3%, no sharp cut-off; inactive = mostly below about 5.4%; also: actives read high; inactives centre near 0; some compounds called inactive have numbers as strong as hits; reference of the scale not given here
Wnt act – activates Wnt/beta-catenin signaling in a reporter cell assay | AID 743398 | actives 1.2% (n = 300,000) | activation, % at 9.35 µM | activator, plate reader; in the data active = activation above about 30%, passing the limit was not always enough;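 also: 0% = neutral control wells and 100% = positive control wells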
Keap1-Nrf2 PPI – Keap1-Nrf2 (human) interaction inhibition; Q14145; Keap1 Kelch-Nrf2 peptide fluorescence polarization, 1536-well; inhibition, % at 9.4 µM; actives 0.15% (n = 340,000); AID 504523; in the data active = inhibition above about 12%;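 also: human Keap1 Kelch domain with fluorescein labeled Nrf2 9mer peptide probe; 0% = neutral control wells and 100% = peptide positive control; higher means more block of Keap1 binding to Nrf2 peptide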
cardiac RTF act – increases calcium sensitivity of human cardiac regulated thin filaments | P19429+P45379 | IANBD-labeled TnC RTF fluorescence at EC20 calcium; 0% EC20 calcium, 100% full calcium | activation, % at 7.2 µM | actives 0.24% (n = 340,000) | AID 493008;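 active = activation above the mean over all tested compounds plus 3 SD, cut at about 30% in these data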;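 also: rise in fluorescence read as greater calcium sensitivity of cardiac thin filaments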
OPRM1-OPRD1 ag – OPRM1-OPRD1 heterodimerization agonism; cells, luminescence; P35372+P41143; activation, % at 9.3 µM; actives 0.3% (n = 340,000); in the data active = activation above about 18%;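 also: 0% = vehicle-treated cells and 100% = reference agonist; values of inactives mirror those of a sister screen read the other way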
Target sequence (P35372 whole entry, looked up): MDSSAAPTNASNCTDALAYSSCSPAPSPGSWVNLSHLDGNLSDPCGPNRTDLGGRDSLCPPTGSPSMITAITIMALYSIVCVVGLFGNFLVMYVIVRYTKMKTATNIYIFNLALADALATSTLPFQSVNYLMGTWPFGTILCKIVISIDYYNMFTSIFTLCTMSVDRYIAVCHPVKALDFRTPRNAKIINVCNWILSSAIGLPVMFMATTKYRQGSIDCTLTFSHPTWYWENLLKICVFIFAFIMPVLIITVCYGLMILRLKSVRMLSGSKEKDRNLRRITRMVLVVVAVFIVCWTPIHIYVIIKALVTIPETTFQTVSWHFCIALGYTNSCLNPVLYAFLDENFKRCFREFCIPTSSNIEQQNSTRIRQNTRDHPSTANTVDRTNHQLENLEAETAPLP
Target sequence (P41143 whole entry, looked up): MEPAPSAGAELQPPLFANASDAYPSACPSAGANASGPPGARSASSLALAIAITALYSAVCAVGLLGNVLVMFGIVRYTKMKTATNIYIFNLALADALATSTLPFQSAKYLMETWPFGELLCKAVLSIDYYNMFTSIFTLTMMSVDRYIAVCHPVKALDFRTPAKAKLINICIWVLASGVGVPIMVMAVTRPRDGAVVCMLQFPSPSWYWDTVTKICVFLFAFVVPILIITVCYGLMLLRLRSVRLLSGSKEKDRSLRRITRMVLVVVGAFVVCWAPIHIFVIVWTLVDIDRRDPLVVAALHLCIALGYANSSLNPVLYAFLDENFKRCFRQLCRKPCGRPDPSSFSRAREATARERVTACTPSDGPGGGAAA
OPRM1-OPRD1 inv – inverse agonists of human mu-delta opioid receptor heterodimerization; AID 504357; cell-based MOR-DOR heterodimer luminescence, inverse agonism; P35372+P41143; inhibition, % at 9.3 µM; actives 0.21% (n = 340,000); in the data active = inhibition above about 22%, passing the limit was not always enough;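 also: 0% = cells with DMSO and 100% = wells without cells with DMSO; values of inactives mirror those of a sister screen read the other way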
DSG3 Ab inh – blocks pemphigus antibody binding to human desmoglein-3 | DSG3-coupled beads, scFv-anti-DSG3-GFP binding, flow cytometry; stronger effect = lower value | binding (percent of control), % at 10 µM | actives 0.48% (n = 310,000) | P32926;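 active = binding more than 3 SD below its plate's average and above zero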;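 also: hits lower antibody fragment binding to DSG3; some compounds called inactive have numbers as strong as hits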
Cardiac RTF inh – cardiac RTF calcium desensitization; IANBD-labeled cardiac RTF, Ca2+ fluorescence; inhibition, % at 7.15 µM; actives 0.12% (n = 340,000); AID 493244;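 active = inhibition above the mean inhibition of all tested compounds plus 3 SD, cut at about 17% in these data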;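 also: assay run at fixed EC70 calcium of 1.6 mM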
LANA DNA inh – KSHV C-LANA DNA binding inhibition; MBP-C-LANA/FAM-LBS DNA binding, fluorescence polarization; inhibition, % at 9 µM; actives 0.078% (n = 340,000); AID 504423;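 active = highest replicate inhibition at or above 60% at 9 µM, even if other replicates fall short; inactive = all replicates below 60% inhibition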;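 also: 0% = neutral control wells and 100% = 4 µM acridine orange control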
* hit, by the source's call; / = not tested or not shown.

SMILES	Arr AP2 block	V-ATPase pH	Wnt act	Keap1-Nrf2 PPI	cardiac RTF act	OPRM1-OPRD1 ag	OPRM1-OPRD1 inv	DSG3 Ab inh	Cardiac RTF inh	LANA DNA inh
CCOc1cc(Br)ccc1S(=O)(=O)N1CC(C)OC(C)C1 (centres undefined)	5	0	-2	-5	-5	5.0	-27	95	6	0.1
Cc1cc(-c2csc(N)n2)c(C)n1CCC(C)C	-6	/	/	1	-3	-0.8	5	86	4	-0.4
CC(C)=CCCC(C)CN1CCC(n2nccc2NC(=O)c2ccc3c(c2)OCO3)CC1 (centres undefined)	-3	-2	-1	-1	-5	-0.1	0	100	8	-0.1
CCn1c(COc2ccc3ccccc3c2C)nnc1SCC(=O)Nc1cccc(C(=O)O)c1	-10	0	0	-3	-8	-2.0	10	102	1	-1.6
Cc1ccc(CN2CCSc3ccc(C(=O)NC4CCN(Cc5ccccc5)CC4)cc32)cc1	45	-1	-10	3	-6	-4.8	24	104	2	-1.2
CCOC(=O)CCCNC(=O)CCNC(=O)c1ccc(OC(C)C)cc1	2	1	/	-2	0	-2.1	13	102	-8	3.4
O=C(COC(=O)C1C2CC3OC(=O)C1C3C2)Nc1cccc(C(F)(F)F)c1 (centres undefined)	11	-2	2	-3	4	-1.0	5	/	-3	0.9
Cc1ccnc2nc(C(=O)OCC(=O)N3CCc4ccccc43)nn12	-2	1	-1	-3	7	-1.7	9	101	3	-0.6
CSc1nnc2c(n1)[nH]c1c(C)cccc12	7	-1	/	-1	8	4.5	-28	82	-12	0.3
O=c1/c(=C/c2ccc(CNS(=O)(=O)c3ccccc3)o2)sc2n1CCN=2	10	1	-3	-3	3	2.2	-13	99	-8	-2.8
Cc1ccccc1NC(=O)C1CCN(S(=O)(=O)c2cccs2)CC1	-24	-5	5	0	-4	-2.6	12	97	3	4.4
OCCN1CCN(c2ncnc3c2sc2nc(N4CCOCC4)c4c(c23)CCC4)CC1	7	-1	-5	-1	0	0.7	-4	109	-4	-4.8
COC(=O)c1ccc(N2CCN(C)CC2)c(NC(=O)c2cc3ccccc3o2)c1	1	-4	-1	-4	-4	-2.3	14	109	-17	-0.5
COc1ccc(N2CC(C(=O)Nc3c(C(N)=O)oc4ccccc34)CC2=O)cc1 (centres undefined)	-3	1	-2	-2	-1	-0.8	5	103	-6	-0.9
CC(C)CC(=O)N1CCN(Cc2cccc(F)c2)CC1	-11	0	/	-1	4	-1.9	11	109	-5	-0.6
CCCN(CC(=O)Nc1ccccc1C)C(=O)CCN1C(=O)c2cccc([N+](=O)[O-])c2C1=O	-3	-2	2	1	9	-1.1	7	107	0	0.0
CCOc1ccc(C2Nc3cccc4cccc(c34)N2)cc1OC	31	2	/	0	-9	-2.0	10	102	3	2.6
O=S(=O)(NCC1CCCO1)c1ccc(Oc2ccccc2)cc1 (centres undefined)	10	4	/	-1	-6	-1.4	8	99	1	0.5
Cn1nnc(NC(=O)c2ccccc2F)n1	4	0	/	-1	-3	-3.3	18	99	9	-1.9
CC(Sc1nc2ccc(C(=O)c3ccccc3)cc2[nH]1)C(=O)O (centres undefined)	-5	-1	-2	3	-6	-1.4	7	101	-8	1.0
Cc1ccc(C)c(S(=O)(=O)Nc2ccc(-n3cnnn3)cc2)c1	32	3	/	-6	-4	-1.1	6	93	1	0.7
Cc1cc(C)n2c(Br)c(CSc3nc4ccccc4s3)nc2n1	-2	1	/	-5	3	-1.9	12	94	-4	0.5
Cc1noc(C)c1COC(=O)c1cc(F)c(F)cc1Cl	9	5	-4	-3	3	0.9	-5	65	2	2.2
Fc1cccc(F)c1-n1c(CN2CCOCC2)csc1=S	7	10	-2	3	-8	0.0	0	89	-2	-1.0
C=CCN(c1ccccc1OC)S(=O)(=O)c1cccc(C(=O)OCC(=O)N2CCOCC2)c1	41	-4	-2	-1	-3	-0.7	3	/	1	0.0
CC1=Nc2nc(N3CCCCC3)c(C#N)c3c4c(nc(c23)N1)N(c1ccc(C(C)C)cc1)C(=O)C4	-2	0	-2	1	3	-1.1	6	98	10	-0.7
Cc1nn(-c2ccccc2)c(C)c1/C=C/C(=O)OC(C)C(=O)Nc1ncc(Cl)cc1Cl (centres undefined)	-1	4	-2	-9	-1	-0.7	4	114	4	-0.3
COc1cccc(/C=N/NC(=O)CCc2c(C)n[nH]c2C)c1	-3	1	/	3	-1	-0.7	4	102	-3	-0.3
CCc1ccc([C@@H]2CC=C(C(=O)O)[C@H](c3cccc(Cl)c3)N2S(=O)(=O)c2ccc(C)cc2)cc1	0	0	0	-4	-4	-1.9	11	101	4	2.0
COc1ccc(N=C2C(=O)Nc3c(C)cccc32)cc1	-3	0	/	-4	2	-11	62*	105	11	-1.2
Cc1cc(N2CCCC2)ccc1NC(=O)CN1C(=O)NC2(CCCCC2)C1=O	17	0	2	1	-5	-1.8	12	107	2	-1.4
Cc1ccc(NC(=S)N(CCCN(C)C)Cc2cc3cc4c(cc3[nH]c2=O)OCO4)cc1	10	2	2	4	4	2.5	-14	105	-8	-1.1
C/C(=C\C(=O)C(F)(F)F)Nc1cc(C)cc(C)c1	-1	1	/	0	-6	-2.5	14	105	4	-0.3
Cc1ccc(-c2c3c(nc4sc(C(N)=O)c(N)c24)CCC3)cc1	16	3	/	-1	-11	0.7	-4	106	-10	0.6
Cc1cc(=O)oc2cc(OCC(=O)NCc3ccco3)ccc12	23	/	/	3	1	0.0	0	107	-13	1.5
CCC(CC)c1nnc(NC(=O)C2CC(=O)N(c3ccc4c(c3)OCCO4)C2)s1 (centres undefined)	9	6	-5	-3	-1	-2.0	11	129	-17	1.8
CN(C)CCCn1c(SCC(=O)N2CC(=O)Nc3ccccc32)nc2ccccc2c1=O	4	0	14	-8	5	-2.8	13	102	-10	-0.8
CC1C=CCC2C(=O)N(c3cccc(C(=O)N4CCCCCC4)c3)C(=O)C12 (centres undefined)	13	0	/	4	-2	-3.1	16	104	-5	-0.6
COc1ccc(/C=C/c2c(-c3ccc(OC)cc3)oc(=O)c3cc(OC)c(OC)cc23)cc1	0	-4	-3	3	3	0.9	-5	97	-20	-0.8
COc1ccc(OC)c(NS(=O)(=O)c2cc3c4c(c2)CCN4C(=O)CC3)c1	-5	-3	-2	-8	-3	-1.2	6	85	1	-1.1
CC1CCN(CCCNC(=O)c2ccc3c(=O)n(Cc4ccc(Cl)cc4)c(=S)[nH]c3c2)CC1	-13	-3	-1	-7	-2	0.0	0	112	-5	-1.4
c1ccc(CSc2nnc(-c3cccnc3)o2)cc1	-4	0	6	-2	0	-2.5	14	103	1	0.9
Cc1cccc(NC(=O)CN2CCN(C(=O)C3CCCO3)CC2)c1C (centres undefined)	28	-2	0	2	-1	-2.7	11	108	-8	-0.5
OC(CC#CCN1CCOCC1)(c1ccccc1)c1ccccc1	0	-4	1	4	-10	-3.3	15	107	-3	-1.1
COCCNC(=S)N/N=C(\C)c1ccc(O)cc1	-2	8	/	-4	6	-3.4	17	96	-6	0.8
Cc1ccc(NC(=O)c2ccc(C(=O)c3ccccc3)cc2)nc1	-10	-7	22	4	0	-0.6	3	106	9	2.6
O=S(=O)(c1ccc2ccccc2c1)N1C=CC(C(F)(F)F)=NCC1	-8	0	/	1	8	-0.6	3	103	-3	0.1
CCCc1cc(NCCN(C)C)n2c(nc3ccccc32)c1C#N	-1	0	1	-10	4	-0.8	4	116	2	2.1
Cc1nnc(NS(=O)(=O)c2ccc(Br)cc2)s1	-3	-5	-1	-3	6	-0.5	2	120	-5	-1.6
CCC(CC)c1nnc(NC(=O)COc2ccc3c(c2)OCO3)s1	2	1	1	0	7	0.0	0	97	1	-0.4
(cont.)
SMILES	Arr AP2 block	V-ATPase pH	Wnt act	Keap1-Nrf2 PPI	cardiac RTF act	OPRM1-OPRD1 ag	OPRM1-OPRD1 inv	DSG3 Ab inh	Cardiac RTF inh	LANA DNA inh
COC(=O)C1=C(O)CSC1=Nc1ccc(C)cc1	-4	0	4	2	0	-1.3	7	100	-6	-0.3
O=C(CNC(=O)OCc1ccccc1)NC(Cc1cnc[nH]1)C(=O)O (centres undefined)	-18	-3	2	-1	-2	-1.9	10	92	0	1.1
CC(C)c1cccc(C(C)C)c1NC(=O)CCl	26	-2	0	2	2	-2.6	13	95	3	-0.3
COc1ccccc1C(=O)Nc1c(C)cc(Br)cc1C	-6	2	-5	1	-4	1.1	-7	109	0	-1.0

Twelve of the compounds above, with values under each structure:
Screens in order – Arr AP2 block	V-ATPase pH	Wnt act	Keap1-Nrf2 PPI	cardiac RTF act	OPRM1-OPRD1 ag	OPRM1-OPRD1 inv	DSG3 Ab inh	Cardiac RTF inh	LANA DNA inh
CC1CCN(CCCNC(=O)c2ccc3c(=O)n(Cc4ccc(Cl)cc4)c(=S)[nH]c3c2)CC1
 : -13	-3	-1	-7	-2	0.0	0	112	-5	-1.4
c1ccc(CSc2nnc(-c3cccnc3)o2)cc1
 : -4	0	6	-2	0	-2.5	14	103	1	0.9
Cc1cccc(NC(=O)CN2CCN(C(=O)C3CCCO3)CC2)c1C (centres undefined)
 : 28	-2	0	2	-1	-2.7	11	108	-8	-0.5
OC(CC#CCN1CCOCC1)(c1ccccc1)c1ccccc1
 : 0	-4	1	4	-10	-3.3	15	107	-3	-1.1
COCCNC(=S)N/N=C(\C)c1ccc(O)cc1
 : -2	8	/	-4	6	-3.4	17	96	-6	0.8
Cc1ccc(NC(=O)c2ccc(C(=O)c3ccccc3)cc2)nc1
 : -10	-7	22	4	0	-0.6	3	106	9	2.6
O=S(=O)(c1ccc2ccccc2c1)N1C=CC(C(F)(F)F)=NCC1
 : -8	0	/	1	8	-0.6	3	103	-3	0.1
CCCc1cc(NCCN(C)C)n2c(nc3ccccc32)c1C#N
 : -1	0	1	-10	4	-0.8	4	116	2	2.1
Cc1nnc(NS(=O)(=O)c2ccc(Br)cc2)s1
 : -3	-5	-1	-3	6	-0.5	2	120	-5	-1.6
CCC(CC)c1nnc(NC(=O)COc2ccc3c(c2)OCO3)s1
 : 2	1	1	0	7	0.0	0	97	1	-0.4
COC(=O)C1=C(O)CSC1=Nc1ccc(C)cc1
 : -4	0	4	2	0	-1.3	7	100	-6	-0.3
O=C(CNC(=O)OCc1ccccc1)NC(Cc1cnc[nH]1)C(=O)O (centres undefined)
 : -18	-3	2	-1	-2	-1.9	10	92	0	1.1
